Screens as filed in PubChem.
KCNK3 inh: human KCNK3 channel inhibitors, primary screen, CHO cells, FluxOR thallium flux, B-score; Potassium channel subfamily K member 3 (Homo sapiens), O14649; FluxOR fluorescence; active compounds read low; B-score at 10 µM; 0.84% of 340,000 active;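 active = B-score under library mean minus 4 SD, starting fluorescence ratio at most library mean plus 5 SD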;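 note: more negative B-score means stronger inhibition of thallium flux through KCNK3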
KCNK9 block: KCNK9 potassium channel inhibitors, primary screen, HEK293 cells, thallium flux | Potassium channel subfamily K member 9 (Homo sapiens), Q9NPC2 | 1.2% of 310,000 active | FluxOR thallium flux fluorescence; active compounds read low | B-score at 10 µM;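 active = ratio B-score over 3 SD below the library mean, with starting fluorescence within 5 SD of its mean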;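 note: negative B-score means less thallium flux so channel inhibition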
hERG protect: hERG rescue from dofetilide block, primary screen, cell-based, CHO-hERG, FluxOR thallium flux, dofetilide IC70; Voltage-gated inwardly rectifying potassium channel KCNH2 (Homo sapiens), Q12809; dofetilide IC70 present; activation (rescue from dofetilide block), less the hit threshold, % at 10 µM; 0.51% of 310,000 active;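 active = activation above the mean of controls blocked by dofetilide plus 5 SD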;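 note: thallium influx through hERG after potassium depolarization seen as dye fluorescence rise; in these data hits start at about 4.7%; inactives centre near -7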
ANO1 activ: TMEM16A chloride channel activators or potentiators, primary screen, cell-based, HTS. Anoctamin-1 (Mus musculus), Q8BHY3. HEK293 TMEM16A/YFP-H148Q/I152L, iodide quench fluorescence; active compounds read low. B-score at 10 µM. 0.3% of 340,000 active. AID 623877, 2012;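 active = fluorescence-ratio B-score plate-corrected deviation score at least 3 library SD below zero, with starting fluorescence score within 5 deviations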;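 note: channel opened by trigger with iodide after compound preincubation; score built on the fluorescence ratio of max minus min over baseline; more negative score means more quench and so TMEM16A activation or potentiation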
MrgX1 PAM: positive allosteric modulators of MrgX1, primary screen, HEK293 cells, Fluo-4 calcium flux; 0.63% of 310,000 active; B-score at 10 µM; FDSS; active compounds read high; Mas-related G-protein coupled receptor member X1 (Homo sapiens), Q96LB2; AID 588675, 2011;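 active = plate-corrected calcium response at least 3 library SD above typical, normal starting fluorescence, not activating the receptor alone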;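 note: compound read alongside a low EC10 to EC30 dose of BAM8-22 agonist; peak minus trough fluorescence over baseline measured at the second addition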
Target sequence (Q96LB2 whole entry, looked up): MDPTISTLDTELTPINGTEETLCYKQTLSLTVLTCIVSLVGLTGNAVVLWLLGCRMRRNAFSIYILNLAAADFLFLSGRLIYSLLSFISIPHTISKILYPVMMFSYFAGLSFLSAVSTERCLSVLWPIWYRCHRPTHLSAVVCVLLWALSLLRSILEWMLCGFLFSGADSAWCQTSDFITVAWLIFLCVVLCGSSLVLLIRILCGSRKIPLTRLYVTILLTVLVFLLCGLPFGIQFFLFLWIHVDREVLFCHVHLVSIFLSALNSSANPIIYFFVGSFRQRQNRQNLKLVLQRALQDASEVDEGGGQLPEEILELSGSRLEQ
TMEM16A inh: TMEM16A chloride channel inhibitors, primary screen, cell-based, HTS | Anoctamin-1 (Mus musculus), Q8BHY3 | HEK293 TMEM16A/YFP iodide influx fluorescence, ionomycin | normalized B-score (activity score, 25-100; higher = stronger inhibition) at 10 µM | 1.2% of 310,000 active;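 active = ratio plate-corrected score three or more library SD toward inhibition, starting fluorescence score within five deviations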;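 note: score derived from kinetic fluorescence span divided by baseline fluorescence per well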
KCNQ1 inh: inhibitors of human KCNQ1 channel, primary screen, cell-based, thallium flux, high-throughput | Potassium voltage-gated channel subfamily KQT member 1 (Homo sapiens), P51787 | CHO-K1 KCNQ1, FluxOR thallium flux fluorescence; active compounds read high | B-score at 10 µM | 1.3% of 310,000 active | AID 2642, 2010;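 active = compounds whose thallium flux B-score, printed positive for inhibition, exceeds three library SD while starting fluorescence stays within three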;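 note: channel opened by potassium depolarization with thallium stimulus after 20 min compound exposure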
Target sequence (P51787 whole entry, looked up): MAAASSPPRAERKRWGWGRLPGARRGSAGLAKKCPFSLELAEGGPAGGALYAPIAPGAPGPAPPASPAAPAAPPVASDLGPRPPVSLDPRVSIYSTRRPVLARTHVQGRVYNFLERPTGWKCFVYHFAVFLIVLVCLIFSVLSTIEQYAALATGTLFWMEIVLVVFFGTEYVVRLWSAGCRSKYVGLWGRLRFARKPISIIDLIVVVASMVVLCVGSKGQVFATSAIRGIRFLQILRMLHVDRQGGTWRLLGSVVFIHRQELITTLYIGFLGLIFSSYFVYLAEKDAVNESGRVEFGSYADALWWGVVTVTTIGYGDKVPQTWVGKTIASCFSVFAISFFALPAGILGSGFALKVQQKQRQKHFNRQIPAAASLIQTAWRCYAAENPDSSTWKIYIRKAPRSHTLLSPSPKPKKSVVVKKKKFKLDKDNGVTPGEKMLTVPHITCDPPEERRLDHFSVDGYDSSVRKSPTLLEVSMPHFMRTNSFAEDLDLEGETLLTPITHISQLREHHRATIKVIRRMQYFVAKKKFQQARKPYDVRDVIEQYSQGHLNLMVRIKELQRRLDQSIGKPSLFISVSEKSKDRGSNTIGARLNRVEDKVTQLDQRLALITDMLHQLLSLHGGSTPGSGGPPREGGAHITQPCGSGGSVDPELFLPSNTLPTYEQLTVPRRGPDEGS
MrgX1 agonist: agonists of human MrgX1 receptor, primary screen, HEK293 cells, Fluo-4 calcium flux | Mas-related G-protein coupled receptor member X1 (Homo sapiens), Q96LB2 | Fluo-4 calcium fluorescence, agonist mode; active compounds read high | AID 588627, 2011 | 0.44% of 310,000 active | B-score at 10 µM;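 active = calcium response B-score plate-corrected fluorescence ratio at least 3 library SD, with starting fluorescence B-score inside 5 SD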
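Assay system: stable human MrgX1 HEK293 cell line. Quantity: 15,000 cells per well. Schedule: cells plated overnight, dye loaded 0.5 h 37 °C, 0.5 h room temperature. Detection: Fluo-4 NW calcium-flux fluorescence, kinetic read. Read-out basis: peak-minus-minimum fluorescence over baseline, converted to B scores. Control set: positive and negative control wells on each plate.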
RGS4 block: RGS4 inhibitors, primary screen, cell-based, HEK293 M3R inducible RGS4, calcium flux. Fluo-4 calcium flux; active compounds read high; triggered by carbachol at its EC20. B-score at 10 µM. 0.45% of 310,000 active;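 active = B-score, a plate-corrected calcium signal, over three deviations above library mean, with baseline fluorescence within five deviations of library mean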;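 note: RGS4 expression induced by doxycycline in cells with stable M3 receptor; B-score is computed from the integrated fluorescence ratio over baseline after carbachol; higher B-score means a larger calcium signal and so more RGS4 inhibition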
RGS4 act: RGS4 potentiators or activators, primary screen, cell-based, HEK293 M3R inducible RGS4, calcium flux. B-score at 10 µM. 0.92% of 310,000 active. carbachol calcium flux Fluo4; active compounds read low;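 active = B-score of the integrated calcium signal more than 4 SD below the library mean, with starting fluorescence not abnormally high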;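 note: negative B-score means reduced calcium response which marks RGS4 activation or potentiation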
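Material: Inducible-RGS4 HEK293 cells carrying M3 receptor; also added: carbachol at ECmax as muscarinic agonist stimulus; incubation: compound preincubation 20 min at room temperature before agonist; signal: Fluo4-AM (2 µM) calcium-flux fluorescence, kinetic read; measure: integrated calcium ratio converted to B score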
KCNQ1 pot: potentiators or activators of KCNQ1 channel, primary screen, cell-based, thallium flux, high-throughput | Potassium voltage-gated channel subfamily KQT member 1 (Homo sapiens), P51787 | CHO-K1 KCNQ1, thallium flux FluxOR fluorescence; active compounds read high | B-score at 10 µM | 0.35% of 310,000 active | AID 2648, 2010;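 active = fluorescence ratio B-score, a plate-corrected score, at least three library SD, with initial intensity B-score within 5 SD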
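Doses: Single concentration per compound, DMSO matched to controls | Test system: KCNQ1-transfected CHO-K1 cells | Timing: 90 min dye loading and 20 min compound exposure, both at room temperature | Measured by: Kinetic FluxOR thallium fluorescence, 10-s 1-Hz baseline, 110-s post-stimulus read | Medium: Assay buffer with matched DMSO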
* hit, by the source's call; i = inactive; / = no result given.

SMILES	KCNK3 inh	KCNK9 block	hERG protect	ANO1 activ	MrgX1 PAM	TMEM16A inh	KCNQ1 inh	MrgX1 agonist	RGS4 block	RGS4 act	KCNQ1 pot
O=[N+]([O-])c1ccccc1OCCCN1CCOCC1	i	i	-3.5	i	i	i	i	i	i	i	i
CCN(CC)CCNC(=O)C(=O)NCC1OCCN1S(=O)(=O)c1ccc2c(c1)OCCO2 (configuration not stated)	i	i	-1.4	i	i	i	i	i	i	i	i
Cc1csc(NC(=O)CSc2nnc(-c3ccccc3)o2)n1	i	i	-6.1	i	i	i	i	i	i	i	i
Cc1nc2ncnn2c(C)c1CCC(=O)N1CCN(Cc2ccccc2)CC1	i	i	-9.5	i	i	i	i	i	i	i	i
C/C(=N\NC(=O)C(C)Oc1ccc([N+](=O)[O-])cc1)c1ccccn1 (configuration not stated)	i	i	-12.3	i	i	i	i	i	i	i	i
Cc1ccc(NC(=O)CN2CCN(Cc3ccccc3)CC2)cc1F	i	i	-14.9	i	i	i	i	i	i	i	i
Cc1nc(-c2cccc(Br)c2)ccc1C(=O)O	i	i	0.0	i	i	i	i	i	i	i	i
O=C(NC1CCCCC1)c1ccc(Cn2cc(Cl)cn2)cc1	i	i	-15.1	i	i	i	i	i	i	i	i
Cc1ccc(OCc2nnc(SCC(=O)O)n2-c2ccccc2)cc1	i	i	-7.9	i	i	i	i	i	i	i	i
Cc1cc(C)c(C)c(OCCCCN2CCCCC2)c1	i	i	-3.1	i	i	i	i	i	i	i	i
O=C1CCCC2=C1C(c1ccc3c(c1)OCO3)c1c([nH]n(-c3ccccc3)c1=O)N2 (configuration not stated)	i	i	-4.2	i	i	i	i	i	i	i	i
O=C(NCCc1ccccc1)c1ccc(=O)oc1	i	i	-2.4	i	i	i	i	i	i	i	i
COc1cc(/C=N/NC(=O)c2ccc(COc3cc(C)ccc3C(C)C)cc2)cc(OC)c1O	i	i	-1.1	i	i	i	i	i	i	i	i
COc1ccc(C(=O)Cc2cnn(-c3ccccc3)c2)c(O)c1	i	i	-5.4	i	i	i	i	i	i	i	i
COC(=O)c1ccc(N2CCS(=O)(=O)CC2)cc1	i	i	-15.2	i	i	i	i	i	i	i	i
O=C(CSc1nnnn1-c1cccnc1)Nc1cccc(Cl)c1	i	i	-6.9	i	i	i	i	i	i	i	i
COc1ccc(CCC(=O)NCCS(=O)(=O)N2CCN(c3ccc(F)cc3)CC2)cc1	i	i	-3.9	i	i	i	i	i	i	i	i
COc1cccc2sc(=NC(=O)CS(=O)(=O)c3ccc(Cl)cc3)n(C)c12	i	i	-22.9	i	i	i	i	i	i	i	i
CC1CC(=O)c2cnc(Nc3cccc(C(F)(F)F)c3)nc2C1 (configuration not stated)	i	i	-5.1	i	i	i	i	i	i	i	i
COc1ccc(C(=O)NNC2=CC(=O)CC(C)(C)C2)cc1	i	i	-3.4	i	i	i	i	i	i	i	i
CCOC(=O)c1ccccc1N1C(=O)CSC1=S	i	i	1.1	i	i	i	i	i	i	i	i
Cc1cc(NC(=O)CSCC(=O)N(c2ccc(F)cc2)C(C(=O)NC2CCCCC2)c2ccc(O)c(O)c2)no1 (configuration not stated)	i	i	-6.1	i	i	i	i	i	i	i	i
CCCN1CN(Cc2ccco2)c2nc3ccccc3n2C1	i	i	-14.0	i	i	i	i	i	i	i	i
CC(=O)Nc1ccc(/C(C)=N/NC(=O)c2ccc(F)cc2)cc1	i	i	-5.2	i	i	i	i	i	i	i	i
Fc1cc2nc(-c3ccncc3)[nH]c2cc1F	i	i	-7.0	i	i	i	i	i	i	i	i

(more compounds)
SMILES	KCNK3 inh	KCNK9 block	hERG protect	ANO1 activ	MrgX1 PAM	TMEM16A inh	KCNQ1 inh	MrgX1 agonist	RGS4 block	RGS4 act	KCNQ1 pot
Cc1ccc(NC(=O)c2cc(C(=O)Nc3ccc(C)cc3)n(C)n2)cc1	i	i	-6.5	i	i	i	i	i	i	i	i
O=C(Nc1cccc(Cl)c1)Nc1nnc(-c2ccncc2)s1	i	i	-7.4	i	i	i	i	i	i	i	i
O=C(O)/C(=C\c1ccc2ccccc2c1)c1cccc2ccccc12	i	i	-5.7	i	i	i	i	i	i	i	i
O=C(NNC(=O)c1cc2ccccc2cc1O)Nc1ccc(Br)cc1	i	i	-14.0	i	i	i	i	i	i	i	i
O=c1ccnc(SCCC(F)=C(F)F)[nH]1	i	i	-5.7	i	i	i	i	i	i	i	i
Cc1[nH][nH]c(=O)c1C(c1c(C)[nH][nH]c1=O)c1cn(Cc2ccc(F)cc2)c2ccccc12	i	/	/	i	i	i	/	i	/	/	/
Cc1ccccc1NC(=O)c1sc2nc3c(c(-c4ccco4)c2c1N)CCCC3	i	i	-7.8	i	i	i	i	i	i	i	i
COc1ccc(NC(=O)Cn2nnc(-c3ccccc3NS(=O)(=O)c3ccc(OC)cc3)n2)cc1	i	i	-9.8	i	i	i	i	i	i	i	i
COc1ccc(N(CC(=O)Nc2ccc(C)cc2C)S(=O)(=O)c2ccccc2[N+](=O)[O-])c(OC)c1	i	i	-5.8	i	i	i	i	i	i	i	i
COc1ccc(CNC(=O)C/C(C)=N/NC(=O)Cc2ccc(OC)cc2)cc1	i	i	-2.6	i	i	i	i	i	i	i	i
CC(=O)Nc1ccc(OC(=O)c2ccco2)cc1	i	i	-2.7	i	i	i	i	i	i	i	i
Cn1c(CNC(=O)CCNC(=O)c2cccc(F)c2)cc(=O)n(C)c1=O	i	i	-9.8	i	i	i	i	i	i	i	i
CCCCC(=O)Nc1ccc2c(c1)nc(CN1CCN(C(=O)OCC)CC1)n2C	i	i	-7.2	i	i	i	i	i	i	i	i
CCc1cc(=O)oc2cc(C)c3c(C)coc3c12	i	i	-1.0	i	i	i	i	i	i	i	i
O=[N+]([O-])c1cc(Cl)ccc1NCCNS(=O)(=O)c1ccccc1	i	i	-7.7	i	i	i	i	i	i	i	i
COC(=O)c1ccc(OC)c(CSc2nnc(COc3cccc(C)c3)o2)c1	i	i	-10.5	i	i	i	i	i	i	i	i
COC(=O)c1ccc(-n2nnnc2SCC(=O)NCc2cccc(C(=O)O)c2)cc1	i	i	-12.0	i	i	i	i	i	i	i	i
Cc1cc2cc(CNC(=O)c3ccco3)ccc2n1C	i	i	-9.1	i	i	i	i	i	i	i	i
Cc1cnc(NC(=O)c2c(Cl)cnn2C)s1	i	i	-5.0	i	i	i	i	i	i	i	i
Cn1c(CNC(=O)Nc2ccccc2)nnc1SCc1ccccc1	i	i	-2.5	i	i	i	i	i	i	i	i
Cc1ccc2[nH]c3c(c2c1)CN(C(=O)CN1CC(C)OC(C)C1)CC3 (configuration not stated)	i	/	/	i	i	i	/	i	/	/	/
COc1cc(Cl)c(C)cc1NC(=O)CSc1sc2c(O)cc(=O)[nH]c2c1C#N	i	i	4.7*	i	i	i	i	i	i	i	i
Cc1ccc(S(=O)(=O)N=S(CC2CC2(Cl)Cl)CC2CC2(Cl)Cl)cc1 (configuration not stated)	i	i	-3.4	i	i	i	i	i	i	i	i
CCN1CCN(S(=O)(=O)c2ccc(Cl)c(C(=O)NC(C)(C)C)c2)CC1	i	i	-4.3	i	i	i	i	i	i	i	i
Cc1cccc(Cc2cnc(N3C(=N)SC(C)C3=O)s2)c1 (configuration not stated)	i	i	-7.5	i	i	i	i	i	i	i	i

(further entries)
SMILES	KCNK3 inh	KCNK9 block	hERG protect	ANO1 activ	MrgX1 PAM	TMEM16A inh	KCNQ1 inh	MrgX1 agonist	RGS4 block	RGS4 act	KCNQ1 pot
O=C(c1ccc(Cn2cc(Br)cn2)cc1)N1CCN(c2ccccc2)CC1	i	i	-13.6	i	i	i	i	i	i	i	i
N#CCCCSc1nnc(-c2ccccn2)o1	i	i	-7.2	i	i	i	i	i	i	i	i
NS(=O)(=O)c1ccc(NS(=O)(=O)c2cccs2)cc1	i	i	-8.5	i	i	i	i	i	i	i	i
COc1cc2c(cc1OC)C(c1cccs1)N(C(=O)c1cccnc1)CC2 (configuration not stated)	i	i	-10.3	i	i	i	i	i	i	i	i
O=C(O)CC1S/C(=N\N=C2CCCCCC2)N(c2ccccc2)C1=O (configuration not stated)	i	i	-16.1	i	i	i	i	i	i	i	i
COc1ccc(/C=N/n2cnnc2)cc1Br	i	i	-2.9	i	i	i	i	i	i	i	i
O=C(NC1CCCCC1)C1CCCN1S(=O)(=O)c1cccc2nsnc12 (configuration not stated)	i	i	-6.0	i	i	100*	i	i	i	i	i
CCCCOc1ccc(-c2ncc(Cl)cn2)cc1	i	i	-6.1	i	i	i	i	i	i	i	i
Cc1cc(=O)n2nc(N3CCCC(C(=O)NCc4ccccc4Cl)C3)sc2n1 (configuration not stated)	i	i	-10.7	i	i	i	i	i	i	i	i
O=C1NCCN/C1=C\C(=O)c1cccc(Br)c1	i	i	-4.0	i	i	i	i	i	i	i	i
CSc1ccc(/C=C(/NC(=O)c2ccc(C)cc2)C(=O)Nc2cccc(F)c2)cc1	i	i	-3.2	i	i	i	i	i	i	i	i
O=c1cc(-c2ccccc2)nc(SCc2ccc(Cl)cc2)[nH]1	i	i	0.5	i	i	i	i	i	i	i	i
CC(C)S(=O)(=O)c1nsc2nc(=O)c(/C=C3\C=Nc4ccccc43)c(N)n12	i	i	-22.0	i	i	i	i	i	i	i	i
Cc1cc(S(=O)(=O)NCc2ccccc2)ccc1OCC(=O)N1CCOCC1	i	i	-8.5	i	i	i	i	i	i	i	i
CCC(C)NC(=O)C1CCN(S(=O)(=O)c2cccc3cccnc23)CC1 (configuration not stated)	i	i	-4.7	i	i	i	i	i	i	i	i
